HCV inh: inhibitors of hepatitis C virus infection | Potency, µM (top dose mostly 41.8 µM), inactives show top-dose activity change, negative = inhibition, actives largely listed as inhibitors | AID 651820 | Huh7.5.1 HCVcc-Cre infection, luciferase reporter, 44 h | 340,000 compounds, 3.4% hits; further: potency means the concentration at half of the fitted maximal effect; on the % scale 0 is the no-effect control and ±100 the full control effect
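Seed cells (1,000/well) for 4 h; treat with compound and infect with HCVcc-Cre, moi about 0.5. Incubate 44 h, then detect luciferase activity.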
CHX counter: affects cycloheximide protein synthesis inhibition readout, counter-screen. cell reporter, cycloheximide protein synthesis inhibition counterscreen. max response, %. 300,000 compounds, 12% hits; in the data active means max response mostly above about 13%, no sharp cut-off; inactive means mostly below about 14%; further: read at 38.3 µM for the half of the compounds with a filed dose; 0% is about no effect
Shiga toxin inh: Shiga toxin inhibition; Vero cells, Shiga toxin protein synthesis inhibition reporter; inhibition, % at 38.7 µM; 290,000 compounds, 9.2% hits; in the data active means inhibition mostly above about 28%, no sharp cut-off; inactive means mostly below about 43%; further: 0% is about no effect
Pf growth 48h: P. falciparum growth inhibition at 48 hours (one generation). P. falciparum luciferase growth in erythrocytes, 48 h. Potency, µM (series often up to 28.7 µM), without a hit: at the top dose activity change, negative = inhibition, most hits filed as inhibitors. 310,000 compounds, 5.9% hits; further: potency means the concentration at half of the fitted maximal effect; on the % scale 0 is the no-effect control and ±100 the full control effect
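Cell-based growth assay: transgenic P. falciparum expressing firefly luciferase, cultured in red cells within RPMI 1640 containing 0.5% w/v Albumax, 24 mM bicarbonate and gentamycin. A drop in luciferase activity indicates inhibition.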
Giardia FBPA inh: Giardia lamblia aldolase inhibition; A8B2U2; purified Giardia FBPA; Potency, µM (highest dose often 59.6 µM), without a hit: at the top dose activity, negative = inhibition, most hits filed as inhibitors; 290,000 compounds, 0.71% hits; further: potency means the concentration at half of the fitted maximal effect; on the % scale 0 is the no-effect control and ±100 the full control effect; nearly all actives have a fitted effect of over 55% in size
Target sequence (A8B2U2 whole entry, looked up): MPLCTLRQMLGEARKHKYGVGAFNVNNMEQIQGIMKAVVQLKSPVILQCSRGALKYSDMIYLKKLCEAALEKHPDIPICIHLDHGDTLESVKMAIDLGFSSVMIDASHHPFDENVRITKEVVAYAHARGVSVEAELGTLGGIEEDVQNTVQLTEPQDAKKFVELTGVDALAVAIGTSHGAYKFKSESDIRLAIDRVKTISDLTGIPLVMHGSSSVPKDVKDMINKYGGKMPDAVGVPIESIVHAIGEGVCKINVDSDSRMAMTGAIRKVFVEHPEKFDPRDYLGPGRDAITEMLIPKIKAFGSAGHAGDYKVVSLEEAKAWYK
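40 nM FBPA preincubated 10 min at RT with compound (up to 57.5 uM final), then substrate plus GAPDH/TPI/NAD/arsenate coupling and diaphorase/resazurin added. Fluorescence read after 20 min at RT, 525/598 nm.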
Pf growth 96h: inhibits malaria parasite growth, 96 h; P. falciparum luciferase reporter growth, 96 h; Potency, µM (top dose mostly 28.7 µM), for the others: top-dose activity change, negative = inhibition, hits mostly inhibitors; 320,000 compounds, 6.9% hits; AID 504834; further: potency means the concentration at half of the fitted maximal effect; on the % scale 0 is the no-effect control and ±100 the full control effect
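P. falciparum expressing integrated firefly luciferase, in erythrocytes at 2% hematocrit, 0.05% parasitemia, incubated with compounds 96 h at 37 C, 5% CO2. Growth inhibition read as loss of luminescence; two-generation exposure targets delayed-death apicoplast inhibitors.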
Active calls of the source: *; ? = inconclusive; . = not tested or not shown; [ ] = dose if it differs, or a comment. Unless noted, the call rests on the fitted dose curve; in most records, active means well fitted curve in the direction sought with a large enough effect; inconclusive means small, poorly fitted or top-dose-only effect, or another doubt; inactive means no such curve, though single readings can be large; an effect the other way counts as inactive or inconclusive. An unsorted share of the library; any-hit rate near 24%.

Structure	CHX counter	Giardia FBPA inh	Pf growth 48h	HCV inh	Pf growth 96h	Shiga toxin inh
O=C(COc1cccc2cccnc12)N/N=C1\SCC(=O)N1Cc1ccccc1	-3	-2%	.	-7%	-27%	-3
CCOc1ccc(N(Cc2cc3ccc(C)cc3[nH]c2=O)S(C)(=O)=O)cc1	-4	-17%	-8%	?	.	-15
C=CCn1c(SCC(=C)C)nc2c1c(=O)[nH]c(=O)n2C	13	1%	2%	-2%	-4%	-11
O=C(CSc1cc(Cl)ccc1Cl)NCCCn1ccnc1	-1	5%	0%	2%	?	-2
O=C(CCc1ccncc1)NC1CCCc2c1cnn2-c1ccc(F)cc1F (stereo not drawn)	-3	-1%	15%	13µM*	?	2
CCOC(=O)Cc1csc(SC(C)C(=O)Nc2ccc(NC(C)=O)cc2)n1 (stereo not drawn)	-5	0%	.	7%	19%	-3
CCOC(=O)[C@H]1[C@H]2COc3cc(OC)ccc3[C@@H]2N2C(=O)c3ccc(C)cc3NC(=O)[C@@]12C	.	.	?	-21%[8.37 µM]	?	.
COc1cc(C(=O)OC(C)CN2CCCCC2)cc(OC)c1OC (stereo not drawn)	-1	?	6%	2%	-16%	-7
Cc1ccc(NC(=O)Cn2cc3c(n2)CCC(C)C3)cc1 (stereo not drawn)	1	0%	3%	-4%	-18%	9
CSc1nc2nccc(-c3ccc4c(c3)OCO4)n2n1	9	7%	?	-12%	?	5
Cc1ccc(C2=NC(C)(C)NC2=O)cc1	-1	3%	.	4%	70%[activator]	-18
CCC(C(=O)N1CCC2(CC1)OCCO2)c1ccccc1 (stereo not drawn)	4	1%	-13%	3%	34%[activator]	2
O=C(Nc1ccc(SC(F)F)cc1)C1=COCCO1	34*	0%	141%[activator]	-23%	1.7µM*	70*
Cc1ccccc1-c1nc(-c2ccc(NC(=O)c3ccc4c(c3)OCO4)cc2)no1	38*	-2%	.	?	52%[activator]	81*
Cc1c(OCC(=O)NCc2ccccn2)ccc2c(-c3ccccc3)cc(=O)oc12	-2	5%	?	12%	?	-12
CCOCCCNC(=O)/C(C#N)=C/c1cc(C)c(O)c(C)c1	-2	-8%	-8%	?	31%[activator]	22
C=CC(C)(O)CCC=C(C)C (stereo not drawn)	.	10%	?	9%	29%	.
O=c1c(Cc2c(F)cccc2Cl)c(O)ccn1C1CC1	1	-3%	-32%[5.75 µM]	6%	10%	12
COc1ccc(C(=O)N2CC3(CC(c4ccc(Cl)cc4)=NO3)C[C@H]2C(=O)NCC(N)=O)cc1 (stereo partly drawn)	-1	-4%	-4%	14%	35%[activator]	-6
CC(C)(C)OC(=O)N[C@@H](C(=O)OC(C)(C)C)c1ccccc1	.	.	25%	-8%	33%[activator]	.
Cn1nnnc1SCc1cc(=O)[nH]c2ccccc12	1	-1%	11%	5%	51%[activator]	-5
CC[n+]1cccc(-c2nc3ccccc3s2)c1	39*	-1%	-24%	-14%	?	57
Cc1nc(SCC(=O)N(C)C2CCS(=O)(=O)C2)c(C#N)c(C)c1C (stereo not drawn)	.	.	3%	-4%	11%	.
CCC(C)C(=O)Nc1nnc(SCC(=O)Nc2ccccc2F)s1 (stereo not drawn)	16	5%	15%	7%	-32%	44
S=C(NCc1ccc(Cl)cc1Cl)Nc1ccccc1	8	-6%	?	?	50%[activator]	2
CSc1nsc(/C=C/Nc2ccc(C(=O)O)cc2)c1C#N	7	?	?	0%	-11%	38
CCN(CC)S(=O)(=O)c1cccc(C(=O)Nc2cc(C)cc(C)c2)c1	17*	-1%	-17%	?	?	39*
CC(C)CCN1C(=O)c2ccccc2C1C(=O)NCc1cccnc1 (stereo not drawn)	-4	6%	.	1%	.	3
Cc1ccc(NC(=S)NCCc2ccc(Cl)cc2)c(C)c1	14*	1%	?	?	-10%	14
Cc1cc(C)cc(NC(=O)NCc2ccccn2)c1	-3	12%	14%	15%	?	-2
CCOc1ccc(C(=O)Nc2cc(C)c3c(=O)oc4ccccc4c3n2)cc1	-2	-2%	.	-9%	?	-16
COC1C/C(=N\O)C2OC(c3ccccc3)OCC2O1 (stereo not drawn)	-2	0%	-3%	11%	-2%	-6
O=C(Nc1ccccc1C(F)(F)F)N1CCCC(O)C1 (stereo not drawn)	-3	10%	18%	17%	?	-10
Cc1ccc(-c2csc(NC(=O)CSC3=NCCS3)n2)cc1	50*	-18%	52%[activator]	18%	263%[activator]	69*
COC(=O)C1=C(C(=O)OC)[C@@H]2N(C)c3ccc(OC)cc3[C@@]23C[C@@H](C(=O)OC)N(S(=O)(=O)c2ccc([N+](=O)[O-])cc2)C3=N1	-4	0%[12.9 µM]	7.4µM*	-1%	13µM*	-5
CCOc1ccc(NC(=O)CSc2n[nH]c(N)n2)c([N+](=O)[O-])c1	-1	-1%	0%	-2%	0%	7
Cc1cc(C)c2oc(C(=O)NC3CCS(=O)(=O)C3)cc(=O)c2c1 (stereo not drawn)	-10	.	31%[activator]	14%	-3%	-7
O=C(OCc1cccc(Cl)c1)c1cc([N+](=O)[O-])ccc1N1CCOCC1	.	.	?	10µM*	12µM*	.
CCOC(=O)Cn1nc(C)c(NC(=O)COc2ccccc2)c1C	7	8%	31%	-4%	12%	15
CCOC(=O)c1nnc(-c2ccccc2)nc1Sc1c(Cl)cccc1Cl	-4	4%	.	-20%	?	-15
COc1ccc(N2CC(C(=O)NNC(=O)c3ccc(Br)cc3)CC2=O)c(OC)c1 (stereo not drawn)	.	.	0%	-26%	-1%	.
Cc1ccc(C(=O)Oc2ccccc2N2C(=O)C3CCC(C)CC3C2=O)cc1 (stereo not drawn)	-2	-3%	34%[activator]	15%	.	20
CCOC(=O)C(NC(=O)Nc1ccc(Cl)cn1)(Oc1ccccc1)C(F)(F)F (stereo not drawn)	-2	10%	6%	8%	48%[activator]	-5
O=S(=O)(Nc1nc2ccccc2nc1NCC1CCCO1)c1ccccc1 (stereo not drawn)	5	5%	-3%	?	15%	25
COc1ccc(OC)c(N(CC(=O)N2CCN(Cc3ccccc3)CC2)S(C)(=O)=O)c1	-2	10%	?	14%	?	2
COc1ccc(S(=O)(=O)Nc2ccccc2C(N)=O)cc1OC	3	10%	-1%	10%	380%[activator]	-16
CCN(CC)c1ccc(/C=C/c2cc(-c3ccccc3)c3ccccc3n2)cc1	16*	0%	?	14µM*	12µM*	24
COc1ccc(NC(=O)CC2C(=O)N(C)C(=S)N2Cc2ccco2)cc1 (stereo not drawn)	-2	1%	-7%	-2%	294%[activator]	-11
CCOP(=O)(Cc1cc(C(=O)CC)c(C)o1)OCC	1	-4%	-10%	9%	17%	20
Cc1ccc(N(CCO)C(=S)Nc2ccccc2)cc1	-2	3%	43%[activator]	6%	?	18
O=C1CSCC(=O)N1c1ncc(C(F)(F)F)cc1Cl	-3	2%	7%	10%	13%	-9
COCCCNC(=O)Cn1nc(-c2cccc(OC)c2)ccc1=O	1	10%	8%	16%	10µM*	-12
CCc1nccn1S(=O)(=O)c1cc(OC)c(Cl)cc1OC	-4	-3%	-7%	22%	?	-12
COc1cc(C2Nc3cc(C)c(C)cc3NC3=C2C(=O)CC(C)(C)C3)ccc1OC(C)=O (stereo not drawn)	15	4%	5%	25%	?	30
Cn1c(=O)oc2cc(S(=O)(=O)Nc3cccc(F)c3)ccc21	-4	11%	6%	15%	25%	8
O=C(c1ccccc1)N1CCN(C2CC3CCC2C3)CC1 (stereo not drawn)	-2	?	4%	9%	93%[activator]	2
O=C(OCCCc1cc2ccccc2c(=O)o1)c1ccccc1C(F)(F)F	.	.	22%	-16%	29%	.
COc1cccc(-c2nc(CS(=O)(=O)CC(=O)Nc3cccc(C(C)=O)c3)c(C)o2)c1	-4	9%	3%	?	84%[activator]	-4
O=C(/C=N/NC(=O)c1ccc(Cl)cc1Cl)c1ccccc1	30*	-11%	20%	-3%	28%	72*
O=C(CCC1CCCC1)Nc1cccn(Cc2ccccc2Br)c1=O	-5	-9%	?	27%	10%	2

Single values from above.
In Pf growth 96h, C=CCn1c(SCC(=C)C)nc2c1c(=O)[nH]c(=O)n2C shows -4%
In CHX counter, O=S(=O)(Nc1nc2ccccc2nc1NCC1CCCO1)c1ccccc1 (stereo not drawn) shows 5
In Shiga toxin inh, CCc1nccn1S(=O)(=O)c1cc(OC)c(Cl)cc1OC shows -12
In Pf growth 48h, Cc1ccc(N(CCO)C(=S)Nc2ccccc2)cc1 shows 43%[activator]
In Pf growth 48h, O=C(CSc1cc(Cl)ccc1Cl)NCCCn1ccnc1 shows 0%

The list goes on.
Structure	CHX counter	Giardia FBPA inh	Pf growth 48h	HCV inh	Pf growth 96h	Shiga toxin inh
COC(=O)c1cc(Cl)c(NC(=O)Cc2ccccc2)cc1OC	-2	2%	4%	11%	152%[activator]	23
Cc1ccc(NC(=S)N/N=C/c2ccc(Cl)c([N+](=O)[O-])c2)cc1	-5	1%	19%	?	.	3
CCOc1cc(-c2cc(-c3ccc(OC)cc3)nc(N)c2C#N)ccc1O	4	-1%	.	-24%	?	-9
Cc1nccn1CCC1CCCCN1C(=O)CCc1nnc(-c2ccsc2)o1 (stereo not drawn)	8	5%	-9%	?	9%	-9
O=C(NCC(=O)N(c1ccc(F)cc1)C(C(=O)NC1CCCC1)c1cccnc1)c1cccs1 (stereo not drawn)	-3	2%	-8%	-11%	3%	-2
CCc1nnc(NC(=O)c2cc(S(=O)(=O)N3CCOCC3)ccc2N2CCCCC2)s1	1	1%	-16%	-19%	-19%	-10
NC(=O)CCCc1nc(-c2ccccc2)no1	8	6%	?	6%	33%[activator]	5
COc1cccc(C(=O)Nc2ccncc2)c1OC	1	-5%	3%	?	-5%	.
Cc1cccc(C)c1NC(=O)C(c1ccccc1)N1CCOCC1 (stereo not drawn)	-2	5%	-13%	17%	-25%	-3
CC1CCc2[nH]c3ccc(C(=O)N4CCCC(C(F)(F)F)C4)cc3c2C1 (stereo not drawn)	.	.	?	?	?	.
CC(=O)c1cn(CC(=O)NCC2CCCO2)c2ccccc12 (stereo not drawn)	-3	1%	-6%	-7%	25%	-9
O=C(Nc1cc2c3c(c1)CC(=O)N3CCC2)c1ccccc1C(F)(F)F	.	.	3%	?	54%[activator]	.
CC(=O)Nc1c(O)c2ccccc2[nH]c1=O	-1	-11%	2%	1%	?	-15
CN1C(=O)C(=Cc2ccccc2OCc2ccc(Cl)cc2)C(=O)N(C)C1=O	10	-15%	29%	11%	1µM*	0
COc1cccc(CNC(=O)C2CCN(S(=O)(=O)c3c(C)nn(C)c3C)CC2)c1	-4	-2%	.	3%	43%[activator]	-7
O=C(Nc1ccccc1)N1CCc2ccccc21	37*	-13%	.	-11%	5%	71*
COC(=O)c1ccc(NC(=S)N2CCN(Cc3ccc(Cl)cc3)CC2)cc1	11	-4%	-14%	?	12%	18
Cc1ccc(N=Cc2sc(O)c3ccccc23)c(C)c1	34*	0%	8%	-9%	24%	80*
O=[N+]([O-])c1ccc(OCCn2cnc3ccccc32)cc1	-3	1%	?	-13%	8%	-6
CC(C)=CCCC(C)CN1CCC(O)CC1 (stereo not drawn)	-4	?	10%	-5%	0%	-12

Random excerpt: two compounds from above
Structure	CHX counter	Giardia FBPA inh	Pf growth 48h	HCV inh	Pf growth 96h	Shiga toxin inh
O=C(Nc1cc2c3c(c1)CC(=O)N3CCC2)c1ccccc1C(F)(F)F	.	.	3%	?	54%[activator]	.
CC(C)=CCCC(C)CN1CCC(O)CC1 (stereo not drawn)	-4	?	10%	-5%	0%	-12
